# High-throughput results deposited in PubChem BioAssay by several laboratories.
# Anthrax LF prot: inhibitors of Bacillus anthracis lethal factor protease; P15917; multiplex microsphere protease cleavage assay, LF; inhibition, % at 10 µM; actives 0.12% (n = 360,000); AID 588501; also: plate controls were buffer without enzyme for full effect and enzyme alone for no effect
# Target sequence (P15917 whole entry, looked up): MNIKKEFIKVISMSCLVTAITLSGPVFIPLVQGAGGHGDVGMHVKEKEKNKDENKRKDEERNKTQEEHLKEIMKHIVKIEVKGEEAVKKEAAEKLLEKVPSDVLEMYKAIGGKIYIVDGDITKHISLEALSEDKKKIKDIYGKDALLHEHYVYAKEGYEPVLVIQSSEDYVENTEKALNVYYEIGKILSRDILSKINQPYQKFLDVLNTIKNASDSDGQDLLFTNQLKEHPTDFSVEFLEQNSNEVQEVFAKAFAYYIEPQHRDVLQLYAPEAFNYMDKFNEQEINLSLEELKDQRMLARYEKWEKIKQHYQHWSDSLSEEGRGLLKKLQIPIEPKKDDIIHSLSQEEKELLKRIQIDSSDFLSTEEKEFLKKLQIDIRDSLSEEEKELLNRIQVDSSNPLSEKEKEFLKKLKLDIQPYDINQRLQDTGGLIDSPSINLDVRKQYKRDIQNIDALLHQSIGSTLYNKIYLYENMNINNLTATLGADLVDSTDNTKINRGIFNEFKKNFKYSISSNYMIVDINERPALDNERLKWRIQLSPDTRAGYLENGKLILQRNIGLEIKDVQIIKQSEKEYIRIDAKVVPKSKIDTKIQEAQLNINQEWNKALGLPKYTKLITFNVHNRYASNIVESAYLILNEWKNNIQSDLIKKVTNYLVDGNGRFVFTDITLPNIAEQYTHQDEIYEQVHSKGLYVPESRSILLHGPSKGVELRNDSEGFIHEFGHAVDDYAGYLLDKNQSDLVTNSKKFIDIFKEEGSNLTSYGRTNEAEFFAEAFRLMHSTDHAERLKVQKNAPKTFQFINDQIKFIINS
# BH1578 lux ind: quorum light induction in luxS cqsA deficient V. cholerae | V. cholerae BH1578 lux reporter, luminescence, 6 h | activation, % at 18.7 µM | actives 0.16% (n = 350,000); in the data active = activation mostly above about 9.7%, no sharp cut-off; inconclusive = no clear call, values can overlap the other calls; inactive = mostly below about 3.7%; also: not every result past the cut was called active; inactives centre near 0; reference of the scale not given here
# SARS 3CLpro inh: SARS-CoV 3CLpro protease inhibition | inhibition, % at 6 µM | actives 0.14% (n = 290,000) | recombinant SARS-CoV 3CLpro, quenched FRET peptide cleavage | AID 1706; in the data active = inhibition above about 12%
# PfHsp40 rescue: compounds rescuing yeast from Plasmodium falciparum HSP40 toxicity; S. cerevisiae expressing PfHsp40, growth rescue, ATP luminescence; growth rescue, % at 12.5 µM; actives 0.68% (n = 340,000); AID 504582; in the data active = growth rescue above about 28%, passing the limit was not always enough; inconclusive = no clear call, values can overlap the other calls;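 also: yeast W303a lacking pdr1 and pdr3 grown in galactose medium; growth measured after three days at 30 °C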
# BoNT-A LC inh2: BoNT A light chain protease inhibition; multiplex microsphere protease substrate cleavage, flow cytometry; inhibition, % at 10 µM; actives 0.17% (n = 360,000); also: plate controls were buffer without enzyme for full effect and enzyme alone for no effect
# TcdB inh: inhibitors of Clostridioides difficile toxin B glycohydrolase; TcdB glycohydrolase enzymatic assay, plate reader; inhibition, % at 9.99 µM; actives 0.24% (n = 350,000); in the data active = inhibition above about 10%
# Yp Topo-I inh: Y. pestis Topo-I inhibition via cleavage products; Y. pestis Topo-I cleavage product accumulation, plate reader; activity, % at 10 µM; actives 0.064% (n = 360,000); in the data active = activity above about 50%, passing the limit was not always enough; inconclusive = no clear call, values can overlap the other calls; also: inactives centre near 2
# SSB-PriA inh: blocks PriA binding to SSB C-terminal tail; AlphaScreen SSBct-PriA binding, biotinylated peptide; inhibition, % at 33 µM; actives 0.6% (n = 430,000); AID 1272365; in the data active = inhibition mostly above about 37%, no sharp cut-off; inactive = mostly below about 20%;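 also: plate controls were negative control peptide for no effect and reference peptide for full effect; strong numbers were not always called active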
# PrPC TRFRET: cell surface PrPC inhibition, primary TR-FRET screen; TR-FRET read-out; inhibition, % at 13.8 µM; actives 0.43% (n = 370,000); AID 720596; in the data active = inhibition above about 24%; also: 0% = median of the test wells and 100% = reference compound wells
# An asterisk follows results filed as active; i = inactive; ? = inconclusive; . = no result given; & = joins results of further samples. Rule as the data show it, unless noted: active = inhibition above about 30%; inconclusive = no clear call, values can overlap the other calls; inactive = below that. A portion of the library; rates above refer to the full screens.
SMILES	TcdB inh	SSB-PriA inh	SARS 3CLpro inh	Anthrax LF prot	BH1578 lux ind	PrPC TRFRET	PfHsp40 rescue	Yp Topo-I inh	BoNT-A LC inh2
O=C(CN1C2=NCCCN2c2ccccc21)c1cccc(Br)c1	.	-6	6	-1	-0.2	-4	0.1	0	-0.3
Cc1cccc(N=C2NC(=O)/C(=C/c3cn(C)c4ccccc34)S2)c1	.	-4	8	-1	-0.2	1	-0.2	25	1.3
CC1CCC(C(=O)NC(C(=O)N2CCN(c3ccccn3)CC2)C(C)C)CC1 (stereo not given)	.	-3&-3	8	0	-0.2	4	1.2	3	-1.7
COc1ccc(Cl)cc1NC(=O)NCC1CCN(C(=O)OC(C)(C)C)CC1	0.3	-9	1	6	0.6	-1	1.5	-7	?
O=C(CSc1nccn1-c1ccc(F)cc1)NCc1ccc(F)cc1	0.8	6&17	-5	-2	1.4	-2	2.4	-9	-0.3
Cc1ccc(NC(=O)CSc2nnc(Cc3ccccc3)o2)c(C)c1	-0.1	-12	2	-2	-0.3	5	0.1	-1	-0.2
Cc1ccc(Cc2c(C3CCCCC3)nc3cc(C)c(Br)c(C)n23)cc1	-3.1	.	.	-2	.	10	.	.	0.3
O=C(c1ccccc1)N1CCN(C(=S)NCCc2ccccc2)CC1	0.0	3	3	0	i	2	-0.7	14	-1.0
NC(=O)NC(CC(=O)NCCc1ccccn1)c1ccccc1Cl (stereo not given)	1.5	-1	4	-1	1.2	-4	-0.5	-4	-0.9
O=C(NCCc1ccccc1)c1cccs1	.	1	0	0	i	-2	2.1	-2	0.7
CCc1nnc(NC(=O)CCN(c2cc(C)cc(C)c2)S(=O)(=O)c2ccc(Cl)cc2)s1	-0.5	-5	1	-3	i	6	0.2	-4	-0.5
CC(C)CN(C(=O)COC(=O)CCN1C(=O)c2ccccc2C1=O)C1CCS(=O)(=O)C1 (stereo not given)	.	-14	-5	6	i	-8	-1.5	6	-0.6
O=C(Nc1ccc(SC(F)F)cc1)C12CCC(CC1)C2	-0.1	2	6	0	i	1	0.4	2	-0.3
O=C1CN(c2ccc(Br)cc2)C(=O)N1CC(=O)N1CCCc2ccccc21	.	1	-2	4	-0.1	-3	5.2	4	5.1
Cc1ccc(CNS(=O)(=O)c2c(C)[nH]c(C)c2C(=O)N2CCCCC2)o1	-0.4	-9	0	2	i	4	0.6	-1	1.9
CCN1C(=O)[C@H]2[C@@H](c3ccc(C)cc3)N3C(=O)N(c4ccc(OC)cc4)C(=O)[C@@]3(Cc3ccccc3)[C@H]2C1=O	1.9	-2	.	-6	-1.0	1	-0.8	-11	-0.9
Cc1ccc(C)c(NC(=O)CCc2ccc(C)o2)c1	3.1	-4&-9	1	.	-0.4	2	0.3	-4	.
CC(=O)NC12CC3CC(C1)CC(C(=O)Oc1ccc(N(C)S(=O)(=O)c4cc(C)ccc4C)cc1)(C3)C2	0.3	-10	.	3	i	1	0.2	10	-2.8
CCc1c(-c2ccccc2)nc2sc3c(c2c1N)CCCC3	1.0	-6	3	3	-0.5	-4	-0.2	2	0.3
CC(C)CCN(C(=S)NC(=O)C1CCCCC1)c1c(N)n(Cc2ccccc2)c(=O)[nH]c1=O	1.0	-8	-1	3	-0.4	2	-0.4	10	-0.9
O=C1C=CC(=O)c2c(O)c(N3CCN(CCO)CC3)c(Cl)c(O)c21	-7.1	14	.	-15	.	-29	-0.2	-39	-1.4
c1coc(CNc2ncnc3ccccc23)c1	-3.2	5	-5	1	-0.4	4	0.5	3	-0.1
C[C@@H]1CC[C@@]2(O[C@@H](CCO)C[C@@H](O)[C@@H]2O)O1	-0.7	-1	.	1	i	7	0.6	1	-0.5
Cc1ccc(NC(=O)CN2C(=O)NC3(CCCc4ccccc43)C2=O)c([N+](=O)[O-])c1 (stereo not given)	0.0	-14	-1	-3	-0.8	-25	-0.7	-6	-0.7
C/C=C/c1ccc(OCCCn2cncn2)c(OC)c1	.	6	-4	-3	i	1	1.4	7	0.5
O=C(Nc1ccc(Cl)c(S(=O)(=O)N2CCCCC2)c1)c1cnccn1	-0.3	-11	.	-5	i	-5	1.0	9	-1.6
CN1CCN(c2nc3nonc3nc2N2CCN(C)CC2)CC1	.	-30	-5	-2	i	7	-0.1	-4	-0.6
CC(C)(C)c1ccc(C(=O)NCCC(=O)NCc2ccco2)cc1	.	-3	2	-2	-2.2	-2	5.0	9	-0.7
Nc1nc(N)c(N=Nc2ccc(C(=O)O)cc2)c(N)n1	-0.5	-5	0	6	-0.6	2	-1.5	-7	5.7
COCCn1c(SCc2ccccc2F)nc2ccccc2c1=O	0.5	-27	-2	0	-0.3	8	0.7	34	0.1

# An excerpt of these results, field by field:
> c1coc(CNc2ncnc3ccccc23)c1
  TcdB inh = -3.2
  SSB-PriA inh = 5
  SARS 3CLpro inh = -5
  Anthrax LF prot = 1
  BH1578 lux ind = -0.4
  PrPC TRFRET = 4
  PfHsp40 rescue = 0.5
  Yp Topo-I inh = 3
  BoNT-A LC inh2 = -0.1
> C[C@@H]1CC[C@@]2(O[C@@H](CCO)C[C@@H](O)[C@@H]2O)O1
  TcdB inh = -0.7
  SSB-PriA inh = -1
  SARS 3CLpro inh = .
  Anthrax LF prot = 1
  BH1578 lux ind = i
  PrPC TRFRET = 7
  PfHsp40 rescue = 0.6
  Yp Topo-I inh = 1
  BoNT-A LC inh2 = -0.5

# Further structures follow.
SMILES	TcdB inh	SSB-PriA inh	SARS 3CLpro inh	Anthrax LF prot	BH1578 lux ind	PrPC TRFRET	PfHsp40 rescue	Yp Topo-I inh	BoNT-A LC inh2
O=C(CCNC(=O)c1ccccc1Cl)Nc1cc(S(=O)(=O)N2CCOCC2)ccc1N1CCCC1	0.3	6	1	-5	-0.3	-3	-0.7	-3	-0.7
CC(C)(C)c1ccc(C(CC(=O)O)NC(=O)Cc2ccc(Cl)cc2)cc1 (stereo not given)	3.1	-5	-1	1	i	2	-0.4	3	-1.5
CCn1c(=O)c2cc(C(=O)N(C)c3cc(C)ccc3OC)sc2c2ccccc21	0.0	-1	-2	-10	-0.5	-1	20	0	-0.6
COc1ccc(/C(C)=N/NC(=O)c2ccncc2)cc1	-17	.	-5	1	-0.3	4	-1.4	-7	-2.6
CCc1nnc2cccc(Cl)n12	-0.6	-19	-3	-1	-0.1	0	-0.5	4	-0.7
COc1ccccc1N(CC(=O)NC1CCCCC1)S(C)(=O)=O	.	5	9	-4	i	-8	-0.2	14	-0.6
Cc1ccn2c(C(C)O)nnc2c1 (stereo not given)	1.1	.	.	-11	i	6	.	2	0.1
Cn1cc(C(=O)Nc2cccc(F)c2)cn1	.	-10	-2	0	0.5	0	0.4	-2	-0.3
CC1Cc2cc(S(=O)(=O)NCCC(=O)NCc3ccc(F)cc3)ccc2N1C(=O)C1CC1 (stereo not given)	1.8	0	-1	2	i	10	-0.6	7	-1.1
CCOC(=O)[C@@H]1[C@H]2COc3ccc(Br)cc3[C@H]2N2C(=O)N(c3ccc(OC)cc3)C(=O)[C@]12C	0.5	-24	.	-2	i	2	0.1	1	0.0
CCn1c(O)c(N=NC(=O)Cn2ccc(C(F)(F)F)n2)c2ccccc21	0.1	5	0	-2	-0.7	-12	-0.7	2	0.4
CCCCCCCC[n+]1cccc2c3ccccc3ccc21	1.4	-2	-1	-4	-0.5	6	-1.1	25	0.4
COc1ccc(-c2[nH]ncc2CNC(C)Cc2ccsc2)c(F)c1 (stereo not given)	1.3	-5	-2	1	-0.5	-9	0.6	4	-0.3
Cc1cc(OCc2ccc(C(=O)NN=C3CCCC3)cc2)ccc1Cl	-0.1	-2	-2	-1	i	6	-0.9	-7	-0.1
CCC1(C)Cc2[nH]c(=O)c(C#N)cc2CO1 (stereo not given)	1.2	-12	0	-8	1.0	-6	-1.8	23	-1.4
Cc1ccc(-n2c(Cl)c(Cl)nc(Cl)c2=O)cc1	.	-8	4	-1	-2.0	.	42*	-2	-0.1
CCOc1ccc(N(C(=O)c2snc(C(N)=O)c2N)C(C)C(=O)NC2CCCCC2)cc1 (stereo not given)	0.8	2	1	13	i	-5	-0.7	50	-2.2
O=C(COC(=O)c1c[nH]c2ccccc12)NC1CCCC1	0.2	1	.	2	i	0	-0.1	-2	-0.4
COc1cc2cc(C(=O)NCCc3c[nH]c4ccccc34)c(N)nc2cc1OC	-0.4	.	.	1	.	-8	.	.	-1.0
COc1ccc(N2CC(C(=O)Nc3nnc(SCc4ccccn4)s3)CC2=O)cc1 (stereo not given)	0.0	2	1	0	-0.3	-3	-0.7	7	2.3
COc1ccc(-c2nnc(SCC(=O)Nc3nncs3)o2)cc1	0.3	-2	-1	0	-0.3	6	-1.9	2	-0.2
CN(C)C(=S)Nc1ccc2c(c1)OCCO2	0.5	-4	1	.	i	-3	-1.0	-7	.
CC(/C=N/NC(=O)c1cc(C2CC2)[nH]n1)=C\c1ccccc1	-0.7	i	-3	-2	-0.6	1	-0.3	3	-0.1
CCCCN(C)C(=O)c1sc(=O)n(Cc2c(C)cccc2C)c1C	1.1	.	.	-8	-0.4	4	.	34	-0.7
CC(=O)N1CCN(c2ccc(N)cc2)CC1	-21	3	.	-8	-0.4	-22	0.3	6	-0.3
COc1ccc(C(C#N)c2cnccn2)cc1OC (stereo not given)	1.0	16	.	2	5.9	-6	-1.9	1	-0.5
CCOC(=O)C(=Cc1ccccc1OC)C(=O)OCC	0.3	-4	4	2	i	3	4.0	3	-0.1
Cc1ccc2[nH]c(=O)c(CN(Cc3ccc4c(c3)OCO4)Cc3nnnn3Cc3ccco3)cc2c1	.	14	-2	-1	-0.7	13	-0.3	0	1.4
Cc1cc(C)nc(NS(=O)(=O)c2ccc(NC(=O)c3ccc(O)cc3O)cc2)n1	0.3	-13	1	1	i	1	0.2	3	2.2
CN(C)c1ccc(CNc2ncc(Br)cc2Br)cc1	.	8	-4	-10	.	6	3.4	-1	-0.1
CC1=Nc2ccc3ccccc3c2C1(C)C	2.3	-8&12	0	3	i	11	-0.3	0	1.6
CCCSc1nc(O)c(C2OC(=O)c3c2ccc(OC)c3OC)c(=O)n1-c1ccccc1 (stereo not given)	.	-9	1	-5	0.6	6	-0.7	4	0.2
CCc1cc(=O)oc2cc(C)c3c(C)coc3c12	.	-6	-5	1	-0.4	-5	0.2	-3	-0.5
CCn1c(Sc2nc(C)nc3scc(-c4cccs4)c23)n[nH]c1=O	.	-8	0	2	-0.4	-4	?	8	0.8
CSc1ccc(/C=C(\NC(=O)c2ccccc2)C(=O)NN)cc1	1.9	3	0	?	-0.2	1	0.6	2	0.0
CCOC(=O)C1=CCN(S(=O)(=O)c2ccccc2F)C1c1cccc(Br)c1 (stereo not given)	-1.1	.	.	-4	.	14	.	.	-0.1
c1ccc2c(-c3nc(C4CCCCC4)no3)cc(-c3ccncc3)nc2c1	.	2	0	-1	-0.1	.	-0.2	22	?
COCCCN1C(=O)C(CC(=O)NCCN2CCOCC2)CC(C(=O)N2CCCCCC2)=C1C (stereo not given)	0.1	.	.	-5	.	-1	.	.	-0.7
COc1ccc(C(=O)NCCc2c[nH]c3ccccc23)cc1S(=O)(=O)N1CCCCC1C (stereo not given)	2.3	16	.	-8	i	-2	1.7	16	-0.4
C=CCn1c(SCC(=O)Nc2ccc(N(C)C)cc2)nnc1-c1cccc(C)c1	.	23	8	-9	i	13	0.1	26	1.3
O=C(CCl)N1CCN2C(=O)c3ccccc3C12c1ccc(Cl)cc1 (stereo not given)	1.2	-4	6	-3	-0.3	-2	0.8	5	-0.9
CC(C)(C)OC(=O)N/N=C\C=C\c1ccc2c(c1)OCO2	1.0	.	1	0	-3.0	10	-0.7	-2	0.5
CCC(=O)NC(c1ccc([N+](=O)[O-])cc1)c1c(O)ccc2ccccc12 (stereo not given)	.	-2	-8	-3	-1.8	6	-0.1	-12	?
COc1ccc(CNC(=O)c2c(C)oc3c2C(=O)c2ccccc2C3=O)cc1	-0.6	10	0	-6	0.5	13	-2.4	-2	-0.4
